EBI2 antag – antagonists of human EBI2 receptor; P32249; EBI2 beta-arrestin recruitment, luminescence, 7a,25-OHC stimulated; inhibition, % at 5 µM; 360,000 compounds, 0.81% hits; AID 651636; in the data active = inhibition above about 38%;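 note: enzyme fragment complementation signal reports receptor beta-arrestin coupling in cells; 0% = agonist plus DMSO wells and 100% = wells without agonist; some results beyond the cut were filed as inactive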
Target sequence (P32249 whole entry, looked up, the tested form may be a part): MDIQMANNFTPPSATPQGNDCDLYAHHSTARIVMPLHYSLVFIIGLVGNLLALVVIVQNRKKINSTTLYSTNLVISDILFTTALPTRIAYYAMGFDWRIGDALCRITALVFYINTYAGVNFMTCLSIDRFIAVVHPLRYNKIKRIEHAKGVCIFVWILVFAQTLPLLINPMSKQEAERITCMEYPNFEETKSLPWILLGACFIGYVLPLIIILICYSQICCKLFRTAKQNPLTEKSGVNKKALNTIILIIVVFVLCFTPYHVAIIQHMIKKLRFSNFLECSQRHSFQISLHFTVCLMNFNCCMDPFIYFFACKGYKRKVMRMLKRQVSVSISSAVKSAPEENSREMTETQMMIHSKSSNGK
CXCR6 inh – inhibitors of human CXCR6 receptor. O00574. CHO-K1 PathHunter CXCR6 beta-arrestin, luminescence. AID 602244. inhibition, % at 20 µM. 360,000 compounds, 0.36% hits; in the data active = inhibition above about 34%, passing the limit was not always enough;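 note: antagonist mode with CXCL16 agonist at 10 nM final; 0% = 10 nM CXCL16 with DMSO and 100% = unstimulated wells without agonist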
Target sequence (O00574 whole entry, looked up): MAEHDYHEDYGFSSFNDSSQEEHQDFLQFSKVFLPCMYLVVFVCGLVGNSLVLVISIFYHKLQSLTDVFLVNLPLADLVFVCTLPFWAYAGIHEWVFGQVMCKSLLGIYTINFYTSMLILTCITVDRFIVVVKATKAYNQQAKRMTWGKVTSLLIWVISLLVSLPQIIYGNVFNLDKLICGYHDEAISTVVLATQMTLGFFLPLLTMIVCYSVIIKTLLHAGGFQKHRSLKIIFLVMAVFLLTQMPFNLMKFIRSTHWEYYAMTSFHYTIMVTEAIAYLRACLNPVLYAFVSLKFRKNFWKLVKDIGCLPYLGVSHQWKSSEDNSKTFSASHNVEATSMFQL
Active calls of the source: *; x = no result given. An excerpt, so the mix of outcomes need not match the whole.

SMILES | EBI2 antag | CXCR6 inh
S=C(NCCCc1cnc[nH]1)NCCCN(Cc1ccc(Cl)c(Cl)c1)c1ccc(Br)cn1 | x | 7
CO[C@@H]1CN(C)C(=O)c2ccc(NC(=O)c3ccccc3F)cc2OC[C@@H](C)N(CC2CCOCC2)C[C@@H]1C | -9 | x
CC(C)NC(=O)C1(C)CN(S(C)(=O)=O)CC(=O)N1Cc1cccc(C(F)(F)F)c1 (stereo not given) | -3 | x
CCOC(=O)CC1(CCc2ccccc2)Oc2ccccc2O1 | 15 | x
CCCCCCCCN1C(=O)[C@H](CC(=O)NCCc2ccccc2OC)C[C@@]2(C(=O)OCC)CCC=C12 | 17 | x
Cc1cccc(C)c1NC(=O)C(C1CC1)n1c(-c2ccc(=O)[nH]c2)nc2ccccc21 (stereo not given) | 4 | x
O=C(NCc1ccccc1)C(c1cccc2ccccc12)n1c(=O)c(-c2ccccc2)nc2ccccc21 (stereo not given) | 4 | x
CC1(C(=O)Nc2ccc3c(c2)OCCO3)CSCC(=O)N1C1CC1 (stereo not given) | -2 | x
CCCCNC(=O)C1C(c2ccc(OC)cc2)=Nc2ccccc2N1C(=O)c1cccnc1 (stereo not given) | 10 | x
O=C(C[C@@H]1C=C[C@@H](NC(=O)C2CC2)[C@@H](CO)O1)NCc1ccccc1Cl | 1 | x
O=C(NC1CCCCC1)C(c1ccccc1F)n1c(=O)c(-c2ccco2)nc2ccccc21 (stereo not given) | 6 | x
COC(=O)C[C@H]1CC[C@@H](NS(=O)(=O)c2ccc(C)cc2)[C@@H](CO)O1 | 0 | x
Cc1ccc(S(=O)(=O)N2C(c3cccc(Cl)c3)CC=C(C(=O)O)C2c2cccc(Cl)c2)cc1 (stereo not given) | -9 | x
COC(=O)/C=C1\OCc2ccccc21 | -7 | x
Cc1cc(C)c(NC(=O)C2C(=O)Nc3ccccc3C(=O)N2C(C)(C)C)c(C)c1 (stereo not given) | -8 | x
N#Cc1cccc(C(=O)C(=O)N2CCC(Cc3ccccc3)CC2)c1 | 12 | x
CC(C)CCN1C(=O)CSCC1(C)C(=O)Nc1ccc2c(c1)OCCO2 (stereo not given) | -3 | x
CC(C)NC(=O)C1(C)CN(S(C)(=O)=O)CC(=O)N1CCc1ccccc1 (stereo not given) | -7 | x
CCCCNC(=O)C[C@@H]1C[C@@]2(C(=O)OC)CC(C)(C)CC=C2N(Cc2ccc3c(c2)OCO3)C1=O | 11 | x
O=C1C=C(OCCCl)CC(c2cccc(Cl)c2)O1 (stereo not given) | 13 | x
COC(=O)C[C@@H]1CC[C@H](NC(=O)c2ccccc2)[C@@H](CO)O1 | -8 | x
O=C(NCC[C@H]1CC[C@@H](NC(=O)C2CCC2)[C@@H](CO)O1)c1cc(Cl)cc(Cl)c1 | 2 | x
Cc1ccc(S(=O)(=O)N2CC3C(=O)C[C@@H](c4ccccc4Cl)N(S(=O)(=O)c4ccc(C)cc4)C3CC2c2ccccc2)cc1 (stereo not given in full) | 17 | x
COC(=O)[C@@]12C[C@@H](CC(=O)NCc3cccs3)C(=O)N(Cc3ccco3)C1=CCC(C)(C)C2 | -4 | x
N#Cc1cccc(C(=O)C(=O)N2CCCN(Cc3ccc(F)cc3)CC2)c1 | -4 | x
CCCCOCCCNC(=O)C[C@@H]1C[C@@]2(C(=O)OC)CCCCC=C2N(CCc2ccc(OC)c(OC)c2)C1=O | 0 | x
COc1ccc(C(C(=O)NC(C)(C)C)n2c(-c3ccc(C(F)(F)F)cc3)nc3ccccc32)cc1 (stereo not given) | 11 | x
Cc1csc(-c2nc3ccccc3n2C(C)c2nc3ccccc3[nH]2)c1 (stereo not given) | 0 | x
CC(C)NC(=O)C1C(c2ccc(C(F)(F)F)cc2)=Nc2ccccc2N1C(=O)c1cccc2ccccc12 (stereo not given) | 1 | x
Cc1cccc(C)c1NC(=O)C1(C)CSCC(=O)N1CCOc1ccccc1 (stereo not given) | -6 | x
Nc1sc(-c2ccccc2)cc1C(=O)N1CCN(c2ccccc2)CC1 | 28 | x
CC(C)NC(=O)C1C(c2ccc(C(F)(F)F)cc2)=Nc2ccccc2N1C(=O)c1cc2ccccc2[nH]1 (stereo not given) | 0 | x
O=C(NCc1ccccc1)C(C1CC1)n1c(=O)c(-c2cc3ccccc3[nH]2)nc2ccccc21 (stereo not given) | -6 | x
Cc1ccc(S(=O)(=O)N2[C@@H](CO)CO[C@H]2CC(=O)c2ccc(F)cc2)cc1 | 0 | x
CCCCCNC(=O)C(c1cc2ccccc2o1)n1c(=O)c(-c2ccco2)nc2ccccc21 (stereo not given) | -9 | x
CCCCNC(=O)c1nc(C2CCN(S(=O)(=O)c3c(OC)cccc3OC)CC2)oc1-c1ccccc1 | 15 | x
CC(C)(C)NC(=O)C(c1ccncc1)n1c(=O)c(-c2ccccc2)nc2ccccc21 (stereo not given) | -2 | x
O=S(=O)(N[C@@H]1CC[C@H](CCNS(=O)(=O)c2ccccc2Cl)O[C@@H]1CO)c1ccccc1 | -6 | x
COC(=O)C1=CN(c2ccc(C(C)(C)C)cc2)C(N)=C(C#N)C1c1ccc(OC)cc1 (stereo not given) | 25 | x
COC(=O)C1(C(=O)OC)C2CCCCC2N(S(=O)(=O)c2ccc(C)cc2)[C@@H]1CC(C)=O (stereo not given in full) | -4 | x
CN1C(=O)C(c2cn(C)c3ccccc23)(c2cn(C)c3ccccc23)c2cc(F)ccc21 | 14 | x
Cc1nc2ccc(C(=O)N3c4ccccc4N=C(c4ccc(C(F)(F)F)cc4)C3C(=O)NC(C)(C)C)cc2[nH]1 (stereo not given) | 0 | x
CC(C)(C)NC(=O)C(C1CC1)n1c(=O)c(-c2ccco2)nc2ccccc21 (stereo not given) | 10 | x
CCCCCCCCN1C(=O)[C@H](CC(=O)NCCCN2CCCC2=O)C[C@@]2(C(=O)OC)CC(C)(C)CC=C12 | 9 | x
CCCCCCCCN1C(=O)[C@H](CC(=O)NCCCCc2ccccc2)C[C@@]2(C(=O)OC)CC(C)(C)CC=C12 | 20 | x

4 records picked at random from the list so far, as already listed:
SMILES | EBI2 antag | CXCR6 inh
CCCCCCCCN1C(=O)[C@H](CC(=O)NCCCN2CCCC2=O)C[C@@]2(C(=O)OC)CC(C)(C)CC=C12 | 9 | x
Nc1sc(-c2ccccc2)cc1C(=O)N1CCN(c2ccccc2)CC1 | 28 | x
O=C(NCc1ccccc1)C(C1CC1)n1c(=O)c(-c2cc3ccccc3[nH]2)nc2ccccc21 (stereo not given) | -6 | x
CCCCCNC(=O)C(c1cc2ccccc2o1)n1c(=O)c(-c2ccco2)nc2ccccc21 (stereo not given) | -9 | x

Next section.
SMILES | EBI2 antag | CXCR6 inh
CC(C)(C)NC(=O)C(c1cccc2ccccc12)n1c(=O)c(-c2ccccc2)nc2ccccc21 (stereo not given) | 1 | x
CN1CCN(C(=O)C[C@@H]2CC[C@@H]3[C@H](COC[C@@H](O)CN3Cc3cccc(Cl)c3)O2)CC1 | 1 | x
CN(C)C(=O)C[C@@H]1CC[C@@H](NC(=O)C2CCC2)[C@@H](CO)O1 | -9 | x
CCCCNC(=O)C(NC(=O)Cc1cc(C(F)(F)F)cc(C(F)(F)F)c1)C(=O)c1ccccc1 (stereo not given) | -9 | x
CSCc1cc(C(=O)NC2CC2)c(N)s1 | -12 | x
Cc1cccc(C)c1NC(=O)C(c1ccccc1)N1CCC(c2ccccc2)CC1 (stereo not given) | 16 | x
COCCCNC(=O)C[C@@H]1C[C@@]2(C(=O)OC)CC(C)(C)CC=C2N(Cc2ccccc2)C1=O | 5 | x
CCc1c(-c2ccc(Cl)cc2)ncn1Cc1cccc(-c2ccccc2)c1 | -8 | x
O=C(NC1CCCC1)N[C@@H]1CC[C@@H](CC(=O)N2CCOCC2)O[C@@H]1CO | -1 | x
CCOC(=O)N1CCN(C(C(=O)NC2CCCC2)c2cccc(OC)c2OC)CC1 (stereo not given) | -11 | x
COc1ccc(CN2C(=O)CCC2(C)c2nnnn2C2CCCCC2)cc1 (stereo not given) | -4 | x
CC(=O)C[C@@H]1OC[C@H](C)N1S(=O)(=O)c1ccc(C)cc1 | -12 | x
CC(C(=O)NC1CCCC1)n1c(C2CC2)nc2ccccc21 (stereo not given) | -15 | x
O=C1c2c(-c3ccc(Br)cc3)noc2CCN1Cc1cn(Cc2cccnc2)nn1 | 2 | x
COC(=O)C1=CN(c2c(C)cc(C)cc2C)C(N)=C(C#N)C1c1cccc(F)c1 (stereo not given) | 11 | x
COC1=CC(=O)OC(c2cccc(Cl)c2)C1 (stereo not given) | 4 | x
CC(=O)N1c2ccccc2N=C(c2ccc(C(F)(F)F)cc2)C1C(=O)NC1CCCC1 (stereo not given) | 3 | x
O=C1Nc2ccccc2-c2nnnn2C1N1CCC(Cc2ccccc2)CC1 (stereo not given) | -5 | x
O=C1c2c(-c3ccc(Br)cc3)noc2CCN1Cc1cn(C2CCCC2)nn1 | 6 | x
O=C(NC1CCCC1)C1C(c2ccc(C(F)(F)F)cc2)=Nc2ccccc2N1C(=O)c1cc2ccccc2[nH]1 (stereo not given) | 7 | x
CCCNC(=O)N1C[C@H](O)COC[C@@H]2O[C@@H](CC(=O)NCCCN3CCOCC3)CC[C@H]21 | 0 | x
COP(=O)(OC)OC(C(=O)c1ccccc1)c1ccccc1 (stereo not given) | 0 | x
CCCCCCCCN1C(=O)[C@H](CC(=O)NCc2cccc(C(F)(F)F)c2)C[C@@]2(C(=O)OCC)CCC=C12 | 14 | x
COC(=O)C1=CN(c2c(C)cc(C)cc2C)C(N)=C(C#N)C1c1ccccc1 (stereo not given) | 4 | x
COc1ccc(C(C(=O)NCc2ccccc2)n2c(=O)c(-c3ccco3)nc3ccccc32)cc1 (stereo not given) | -6 | x
CCOC(=O)/C=C/c1cccc(C)c1O | -2 | x
O=C(N[C@H]1C=C[C@H](CC(=O)N2CCCCC2)O[C@@H]1CO)c1cccc(F)c1 | -6 | x
COC1=CC(=O)OC(c2ccc(C#N)cc2)C1 (stereo not given) | 2 | x
CC(C)NC(=O)N[C@H]1CC[C@H](CC(=O)NCc2ccc(Oc3ccccc3)cc2)O[C@@H]1CO | -10 | x
CCOC(=O)[C@]12CCCC=C1N(Cc1ccccc1)C(=O)[C@H](CC(=O)NCc1cccc(C(F)(F)F)c1)C2 | 5 | x
Cc1cccc(C)c1NC(=O)C(c1ccccc1F)n1c(=O)c(-c2cc3ccccc3[nH]2)nc2ccccc21 (stereo not given) | -4 | x
COC(=O)C[C@@H]1CC[C@@H](NC(=O)c2ccccc2F)[C@@H](CO)O1 | -2 | x
CSCCC(c1nc2ccccc2[nH]1)n1c(-c2ccc3ncccc3c2)nc2ccccc21 (stereo not given) | 6 | x
O=C(C[C@H]1CC[C@@H](NC(=O)c2ccncc2)[C@@H](CO)O1)NCC1CC1 | -1 | x
Cn1cc([C@]2(O)C(=O)N(c3ccccc3)c3ccccc32)c2ccccc21 | -12 | x
COC(=O)C1=CN(c2ccc(C(C)(C)C)cc2)C(N)=C(C#N)C1c1cccc([N+](=O)[O-])c1 (stereo not given) | 30 | x
CSCCC(C(=O)NC(C)(C)C)n1c(-c2ccccc2)nc2ccccc21 (stereo not given) | 10 | x
Cc1cccc(C)c1NC(=O)C1(C)CSCC(=O)N1CCCn1ccnc1 (stereo not given) | -7 | x
COc1ccc(C(=O)C(=O)N2CCC(Cc3ccccc3)CC2)cc1OC | 12 | x
Cc1cccc(C)c1NC(=O)C(c1ccc(-c2ccccc2)cc1)n1c(=O)c(-c2ccco2)nc2ccccc21 (stereo not given) | 3 | x
COC(=O)CC1N(S(=O)(=O)c2ccc(C)cc2)c2ccccc2C1(C(=O)OC)C(=O)OC (stereo not given) | -4 | x
CCC(=O)N[C@@H]1C=C[C@@H](CC(=O)NCc2ccccc2F)O[C@@H]1CO | 2 | x
Nc1nc2ccc(Cl)cc2cc1C(=O)NCCc1ccc(Cl)cc1Cl | -4 | x
CC(C)(C)NC(=O)C(c1ccccc1)n1c(=O)c(-c2ccccc2)nc2ccccc21 (stereo not given) | 9 | x
COC(=O)C[C@H]1C=C[C@@H](NS(=O)(=O)c2ccc(C)cc2)[C@@H](CO)O1 | -1 | x
CC1(C(=O)Nc2ccc3c(c2)OCCO3)CSCC(=O)N1C1CCN(Cc2ccccc2)CC1 (stereo not given) | -2 | x
O=C(Cc1cc(C(F)(F)F)cc(C(F)(F)F)c1)Nc1c(-c2ccccc2)[nH][nH]c1=O | -5 | x
C#CCNC(=O)c1cc(-c2ccccc2)sc1N | -4 | x
O=C(Nc1ccc(F)cc1)C(c1cccc(F)c1)N1CCN(Cc2c(F)cccc2Cl)CC1 (stereo not given) | 7 | x
COC(=O)C[C@@H]1C=C[C@H](NS(=O)(=O)c2cccc(F)c2)[C@@H](CO)O1 | -6 | x
CCCCCCCCN1C(=O)[C@H](CC(=O)NCc2ccc(OC)c(OC)c2)C[C@@]2(C(=O)OCC)CCC=C12 | 11 | x
COc1ccc(NC(=O)C(c2ccc(C#N)cc2)n2c(=O)c(-c3cc4ccccc4[nH]3)nc3ccccc32)cc1 (stereo not given) | 31 | x
O=C(C(O)c1ccccc1)N1CCN(S(=O)(=O)c2ccc(C(F)(F)F)cc2)CC1 (stereo not given) | -4 | x
O=C(NC1CCCC1)C1C(c2ccccc2)=Nc2ccccc2N1C(=O)c1ccc(C(F)(F)F)cc1 (stereo not given) | 14 | x

Six compounds from above, ordered by their value in EBI2 antag, lowest first.
SMILES | EBI2 antag | CXCR6 inh
COC(=O)C[C@@H]1C=C[C@H](NS(=O)(=O)c2cccc(F)c2)[C@@H](CO)O1 | -6 | x
O=C(C(O)c1ccccc1)N1CCN(S(=O)(=O)c2ccc(C(F)(F)F)cc2)CC1 (stereo not given) | -4 | x
CC1(C(=O)Nc2ccc3c(c2)OCCO3)CSCC(=O)N1C1CCN(Cc2ccccc2)CC1 (stereo not given) | -2 | x
O=C(Nc1ccc(F)cc1)C(c1cccc(F)c1)N1CCN(Cc2c(F)cccc2Cl)CC1 (stereo not given) | 7 | x
CCCCCCCCN1C(=O)[C@H](CC(=O)NCc2ccc(OC)c(OC)c2)C[C@@]2(C(=O)OCC)CCC=C12 | 11 | x
COc1ccc(NC(=O)C(c2ccc(C#N)cc2)n2c(=O)c(-c3cc4ccccc4[nH]3)nc3ccccc32)cc1 (stereo not given) | 31 | x
